TexasRed fluor = Total Fluorescence Counterscreen for Inhibitors of the Interaction of Thyroid Hormone Receptor and Steroid Receptor Coregulator 2; TRb/SRC2 Texas Red total fluorescence interference; 0.29% of 280,000 active; AID 1479, 2009; Potency, µM (highest dose often 106 µM), without a hit: at the top dose fluorescence change, negative = quenching; active = well fitted curve in either direction with a large enough effect; inconclusive = small, poorly fitted or top-dose-only effect; also: % is scaled to controls: 0 for no effect and ±100 for the full control effect
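Flags fluorescent or light-absorbing compounds by total fluorescence, S + 2P, at 555 nm excitation and 632 nm emission. Mixture: 20 nM Texas Red SRC2 peptide, 0.6 uM human TRb LBD, 1 uM T3, 5% DMSO; compound exposure 5 h at ambient temperature.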
Tau fluor counter = Counterscreen qHTS for Inhibitors of Tau Fibril Formation, Fluorescence Polarization. tau K18 P301L Alexa594 fluorescence, heparin fibrillization. 0.93% of 280,000 active. AID 1463, 2008. Potency, µM (top dose mostly 57.7 µM), without a hit: at the highest dose activity change, negative = decrease; also: % is scaled to controls: 0 for no effect and ±100 for the full control effect; nearly all actives have a fitted effect of over 55% in size
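Human tau K18 P301L (15 uM unlabeled, 0.24 uM Alexa 594-labeled) in 100 mM sodium acetate pH 7 with 20 uM heparin, 6 hr at 37 C. ThT 30 uM added, 1 hr ambient; Alexa 594 FP and total fluorescence read at 555/632 nm.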
Tau FP inhib = qHTS for Inhibitors of Tau Fibril Formation, Fluorescence Polarization. Microtubule-associated protein tau (Homo sapiens), P10636. K18 P301L tau heparin fibrillization, Alexa594 FP, 6 h. Potency, µM (top dose mostly 57.7 µM), without a hit: top-dose activity, negative = inhibition, hits mostly inhibitors. 0.39% of 280,000 active; also: % is scaled to controls: 0 for no effect and ±100 for the full control effect; nearly all actives have a fitted effect of over 55% in size
Target sequence (P10636 561-689 P618L limits assumed): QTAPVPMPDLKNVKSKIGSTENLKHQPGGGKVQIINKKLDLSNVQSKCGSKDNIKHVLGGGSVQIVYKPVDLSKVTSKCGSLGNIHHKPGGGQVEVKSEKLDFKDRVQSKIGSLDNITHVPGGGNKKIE
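FP of Alexa 594-tau after heparin (20 uM) induction. Substrate: human K18 P301L, 15 uM unlabeled, 0.24 uM labeled. Buffer 100 mM sodium acetate pH 7. 6 hr, 37 C.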
TRb-SRC2 inh = qHTS for Inhibitors of the Interaction of Thyroid Hormone Receptor and Steroid Receptor Coregulator 2; Thyroid hormone receptor beta (Homo sapiens), P10828; TRbeta-SRC2 peptide binding, fluorescence polarization; receptor liganded with 1 µM T3; Potency, µM (highest dose often 106 µM), inactives show at the highest dose activity change, negative = inhibition, hits mostly inhibitors; 0.065% of 280,000 active; AID 1469, 2008;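 also: plate controls were bound peptide for no effect and peptide without receptor for full effect; nearly all actives have a fitted effect of over 50% in size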
Target sequence (P10828 whole entry, looked up): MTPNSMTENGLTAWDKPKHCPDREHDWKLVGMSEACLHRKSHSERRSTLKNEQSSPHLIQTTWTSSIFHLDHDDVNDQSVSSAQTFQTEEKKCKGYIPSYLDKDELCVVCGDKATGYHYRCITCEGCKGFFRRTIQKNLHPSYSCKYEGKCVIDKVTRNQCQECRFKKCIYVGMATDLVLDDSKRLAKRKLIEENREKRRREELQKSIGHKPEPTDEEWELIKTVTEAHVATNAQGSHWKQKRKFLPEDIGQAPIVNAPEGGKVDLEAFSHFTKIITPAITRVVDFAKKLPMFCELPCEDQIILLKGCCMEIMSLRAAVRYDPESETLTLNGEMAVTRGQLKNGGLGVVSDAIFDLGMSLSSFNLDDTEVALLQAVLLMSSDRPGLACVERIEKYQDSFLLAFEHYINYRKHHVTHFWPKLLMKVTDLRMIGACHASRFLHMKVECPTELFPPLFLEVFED
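Compounds were added to 0.6 uM TRb ligand-binding domain and 20 nM Texas Red-labeled SRC2 peptide in Tris buffer containing 1 uM T3, incubated 5 hr at ambient temperature, then read by fluorescence polarization.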
RECQ1 helicase = qHTS Assay for Inhibitors of RecQ-Like Dna Helicase 1 (RECQ1); Potency, µM (top dose mostly 57.3 µM), inactives show top-dose activity, negative = inhibition, most hits filed as inhibitors; ATP-dependent DNA helicase Q1 (Homo sapiens), P46063; 0.54% of 240,000 active; RECQ1 DNA unwinding, red fluorescence kinetic read;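 also: plate controls were vehicle for no effect and no enzyme for full effect; nearly all actives have a fitted effect of over 30% in size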
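50 nM RECQ1T1 preincubated 15 min with compound in Tris pH 8.0 buffer with MgCl2, DTT, Tween-20 and 2.5 ug/ml poly(dI-dC); started with 200 nM TAMRA/BHQ-2 forked duplex and 2 mM ATP. Unwinding read as fluorescence (525/598 nm), two reads 2 h apart.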
Tau fibril ThT = qHTS for Inhibitors of Tau Fibril Formation, Thioflavin T Binding; 2.1% of 270,000 active; AID 1460, 2008; recombinant tau K18 P301L (four-repeat tau fragment), heparin-induced fibrillization, ThT fluorescence; Potency, µM (doses to about 57.4 µM), for the others: top-dose activity, negative = inhibition, most hits filed as inhibitors; Microtubule-associated protein tau (Homo sapiens), P10636; also: % is scaled to controls: 0 for no effect and ±100 for the full control effect; nearly all actives have a fitted effect of over 55% in size
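Heparin-induced (20 uM) aggregation of recombinant human K18 P301L tau, 15 uM unlabeled with 0.24 uM labeled, pH 7 acetate buffer, 6 hr at 37 C with compound. Fibrils quantified by 30 uM ThT fluorescence after 1 hr ambient incubation.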
HTT ATP protect = qHTS Multiplex Assay to Identify Dual Action Probes in a Cell Model of Huntington: Cytoprotection (ATP) | AID 1471, 2008 | 0.14% of 230,000 active | Potency, µM (doses to about 56.4 µM), for the others: cytoprotection (ATP increase), hits mostly activators | PC12 HTT-Q103 induced, cytoprotection, ATP luminescence, 40 h;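 also: % of control where 0% means no effect; nearly all actives have a fitted effect of over 45% in size; toxic huntingtin expression switched on by the ecdysone agonist tebufenozide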
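ATP quantification (ATPlite) reports survival of PC12 cells in which tebufenozide, 100 nM final, switches on Htt exon 1 with 103 glutamines linked to GFP; compounds are titrated.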
L3MBTL1 inh = qHTS Assay for the Inhibitors of L3MBTL1 | 0.66% of 230,000 active | Potency, µM (titrated, usually from 57.1 µM), inactives show top-dose activity, negative = inhibition, most hits filed as inhibitors | AlphaScreen L3MBTL1–H3K9me1 peptide binding; also: % is scaled to controls: 0 for no effect and ±100 for the full control effect; nearly all actives have a fitted effect of over 60% in size
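AlphaScreen proximity signal between nickel-chelate acceptor and streptavidin donor beads (final 10 ug/mL) reports binding of 50 nM L3MBTL1 to 75 nM biotin-H3 K9me1 peptide; complex incubated with compounds 30 min at room temperature; cefsulodin titration as control.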
* marks the source's active call; other numbers are inactive results; i = inactive; ? = inconclusive; . = not tested or not shown; [ ] = remark or other dose. Unless noted, calls follow the shape of the dose curve; as a rule, active = well fitted curve in the direction sought with a large enough effect; inconclusive = small, poorly fitted or top-dose-only effect, or another doubt; inactive = no such curve, though single readings can be large; an effect the other way counts as inactive or inconclusive. Potency is read from the fitted curve at half-maximal effect. Only part of the results is shown (hit frequency here may not be typical).

SMILES	TexasRed fluor	Tau fluor counter	Tau FP inhib	TRb-SRC2 inh	RECQ1 helicase	Tau fibril ThT	HTT ATP protect	L3MBTL1 inh
CN1C(c2ccc(F)cc2)=CS/C1=C(\C#N)c1nnc2n1-c1ccccc1SC2	-2%	-9%	2%	-1%	i	-17%	4%[10 µM]	-1%
O=S(=O)(Nc1ccc2nc(-c3ccc(Br)o3)[nH]c2c1)c1ccccc1	-5%	-27%	-1%	-6%	8%	-17%	13%	3%
Cc1nnsc1C(=O)N/N=C/c1ccccc1	-23%	5%	0%	6%	11%	3%	13%[10 µM]	-9%
CCOC(=O)CSc1nc2c(sc3ccc([N+](=O)[O-])cc32)c(=O)n1Cc1ccco1	-3%	-20%	18%	1%	-2%	-16%	-12%[10 µM]	0%
COc1ccccc1NC(=O)CSC1=Nc2ccccc2C2=NC(CC(=O)NCc3ccco3)C(=O)N12 (centres undefined)	0%	10%	4%	4%	.	12%	.	.
CCOc1ccc2nc(N/C(N)=N/C(=S)Nc3cccc(C)c3)nc(C)c2c1	0%	-26%	-9%	-14%	-1%	?	9%	-2%
COC(=O)c1ccc(C2c3c(oc4ccc(Cl)cc4c3=O)C(=O)N2CCN2CCOCC2)cc1 (centres undefined)	-4%	.	.	-8%	-5%	.	-1%[10 µM]	.
O=C(Nc1cccc(Cl)c1)c1cnn2cccnc12	5%	-1%	-1%	4%	-10%	1%	4%[1.9 µM]	0%
COc1ccccc1N1CCN(C(=O)C2c3ccccc3Oc3ccccc32)CC1	-10%	-7%	-4%	-3%	-9%	-12%	-104%[inhibitor]	3%
COc1cc(C(=O)OCCCN(C)C)cc(OC)c1OC	-3%	-7%	-5%	0%	-3%	-9%	-2%[10 µM]	.
Cc1cccc(NC(=S)NCCc2ccccn2)c1	-1%	-14%	-15%	-4%	3%	-9%	-15%[10 µM]	-21%
FC(F)Oc1ccc(/C=N/NC(=S)Nc2cc(C(F)(F)F)ccc2Cl)cc1	0%	-11%	-13%	0%	-7%	0%	20%[10 µM]	-1%

Ordered by SMILES length (high to low): part of the list above.
SMILES	TexasRed fluor	Tau fluor counter	Tau FP inhib	TRb-SRC2 inh	RECQ1 helicase	Tau fibril ThT	HTT ATP protect	L3MBTL1 inh
COc1ccccc1NC(=O)CSC1=Nc2ccccc2C2=NC(CC(=O)NCc3ccco3)C(=O)N12 (centres undefined)	0%	10%	4%	4%	.	12%	.	.
COC(=O)c1ccc(C2c3c(oc4ccc(Cl)cc4c3=O)C(=O)N2CCN2CCOCC2)cc1 (centres undefined)	-4%	.	.	-8%	-5%	.	-1%[10 µM]	.
CCOC(=O)CSc1nc2c(sc3ccc([N+](=O)[O-])cc32)c(=O)n1Cc1ccco1	-3%	-20%	18%	1%	-2%	-16%	-12%[10 µM]	0%
CN1C(c2ccc(F)cc2)=CS/C1=C(\C#N)c1nnc2n1-c1ccccc1SC2	-2%	-9%	2%	-1%	i	-17%	4%[10 µM]	-1%
O=S(=O)(Nc1ccc2nc(-c3ccc(Br)o3)[nH]c2c1)c1ccccc1	-5%	-27%	-1%	-6%	8%	-17%	13%	3%
COc1ccccc1N1CCN(C(=O)C2c3ccccc3Oc3ccccc32)CC1	-10%	-7%	-4%	-3%	-9%	-12%	-104%[inhibitor]	3%
COc1cc(C(=O)OCCCN(C)C)cc(OC)c1OC	-3%	-7%	-5%	0%	-3%	-9%	-2%[10 µM]	.
O=C(Nc1cccc(Cl)c1)c1cnn2cccnc12	5%	-1%	-1%	4%	-10%	1%	4%[1.9 µM]	0%
Cc1cccc(NC(=S)NCCc2ccccn2)c1	-1%	-14%	-15%	-4%	3%	-9%	-15%[10 µM]	-21%
Cc1nnsc1C(=O)N/N=C/c1ccccc1	-23%	5%	0%	6%	11%	3%	13%[10 µM]	-9%

The list goes on.
SMILES	TexasRed fluor	Tau fluor counter	Tau FP inhib	TRb-SRC2 inh	RECQ1 helicase	Tau fibril ThT	HTT ATP protect	L3MBTL1 inh
Cc1cc(C)cc(-n2c(=O)c3sccc3n(CC(=O)NCc3ccco3)c2=O)c1	1%	-7%	?	4%	-10%	-14%	-4%	-14%
CCCCNS(=O)(=O)c1ccc(NC(=O)C2c3ccccc3Oc3ccccc32)cc1	-1%	-27%	?	-12%	-4%	4%	8%[10 µM]	0%
CCc1cccc2c(=O)c(C(=O)N3CCOCC3)c[nH]c12	-4%	6%	5%	1%	i	6%	-19%	4%
O=C(Nc1cc(F)ccc1F)N1CCC(CN2CCCC2)CC1	5%	3%	3%	0%	.	-1%	.	.
S=C(N/N=C/c1ccccc1)N1CCOCC1	-5%	-7%	11%	-6%	-5%	-12%	.	?
Cc1ccc(/C=N/Nc2cc(C)nc(N3CCOCC3)n2)cc1	-2%	?	6%	3%	12%	?	5%[10 µM]	-3%
COc1cccc(C2C3=C(CC(C)(C)CC3=O)Nc3n[nH]c(C)c32)c1 (centres undefined)	-5%	-6%	9%	-4%	-15%	?	?	.
COc1ccccc1OC(C)c1nnc(SCC(=O)Nc2c(C)n(C)n(-c3ccccc3)c2=O)n1-c1ccccc1 (centres undefined)	-4%	5%	0%	-3%	-3%	-4%	-9%	-4%
COc1ccc(NC(=O)CSc2nnnn2Cc2ccccc2)cc1	-1%	-11%	-6%	1%	12%	-8%	-18%[10 µM]	-11%
CCc1ccc(N2CC(C(=O)NCc3ccco3)CC2=O)cc1 (centres undefined)	1%	2%	5%	-11%	-3%	-10%	-7%[1.9 µM]	-1%
CNc1cc(CSc2ccc(Cl)cc2)nc(C)n1	1%	3%	7%	2%	1%	7%	-20%	-9%
CC(C)C(=O)OCc1cn(-c2ccc(Cl)c(Cl)c2)nn1	0%	-10%	0%	0%	-1%	-6%	-6%[10 µM]	19%
COc1ccccc1C(=O)N1c2ccccc2Sc2ccccc21	2%	-11%	8%	-2%	i	-10%	.	-7%
Nc1cc(Cl)ccc1N1CCCCC1	-1%[53 µM]	1%	3%	1%[53 µM]	-5%	3%	20%[10 µM]	-6%
O=C(CC(NC(=O)c1ccccc1)c1ccccc1)Nc1cccc2ccccc12 (centres undefined)	-1%	-9%	-14%	7%	-5%	1%	-31%[10 µM]	12%
O=C(OCc1ccccc1)c1ccccc1O	-5%[201 µM]	.	.	2%[201 µM]	20%	.	-2%	17%
O=C(N/N=C/c1cccc([N+](=O)[O-])c1)c1cc(-c2ccc3c4c(cccc24)CC3)n[nH]1	-6%	?	-6%	6%	-13%	?	18%[10 µM]	-4%
CCCOc1ccc(N2C(=O)C/C(=C\c3ccccc3)C2=O)cc1	-2%	-25%	1%	-4%	-1%	?	2%[10 µM]	48%[activator]
CSc1nc2c([nH]c3ccccc32)c(=O)n1-c1ccc(C)cc1	-3%	-8%	-6%	8%	.	-6%	.	.
C=CCSc1nnc(NC(=O)Cc2ccc(OC)c(OC)c2)s1	-2%	-2%	-5%	3%	-2%	4%	-28%	-3%
Cc1ccc(C)n1-c1nn(S(=O)(=O)c2ccccc2)c2cccc(F)c12	1%	-22%	-4%	-12%	-19%	.	-6%[10 µM]	.
CC(=O)Nc1ccc(NS(=O)(=O)c2cn(C)c(=O)n(C)c2=O)cc1	-5%	4%	-2%	-3%	-2%	1%	-9%	4%
COc1ccc(CCn2c(N3CCOCC3)nc3c2c(=O)[nH]c(=O)n3C)cc1	1%	-9%	-1%	-16%	18%	-13%	-17%	.
COc1ccc(Br)cc1C(=O)NC(=S)Nc1ccc(Cl)c(C(=O)O)c1	0%	-6%	-3%	-4%	i	?	16%	.
O=C(COC(=O)C1CCC1)NCc1ccccc1Cl	0%	-1%	7%	-4%	-6%	0%	-6%[10 µM]	4%
CCOC(=O)Nc1ccc(S(=O)(=O)N(C)C(C)C)cc1	-1%	-7%	-11%	-14%	-5%	-1%	-4%	.
CC1CCN(Cc2c(C(=O)O)nnn2-c2nonc2N)CC1	1%	1%	0%	-3%	2%	-6%	0%[10 µM]	7%
CCOC(=O)C(NC(=O)CC)(Nc1nc2c(s1)CCCC2)C(F)(F)F (centres undefined)	0%	-7%	-3%	-1%	-6%	-9%	?	-1%
Cc1ccc2c(c1)CN1CN2Cc2cc(C)ccc21	0%	5%	4%	-14%	-16%	5%	-4%	-7%
CCCCOc1ccc(C(=O)Nc2ccc(-c3nc4ccccc4s3)cc2C)cc1	4%	-3%	-13%	2%	.	?	.	.
CCOC(=O)C1CCN(C(=O)CSc2nccc(C)n2)CC1	-6%	2%	-3%	-5%	-11%	0%	-17%	7%[11.4 µM]
O=c1c(Cl)c(N/N=C/c2ccc(Br)cc2)cnn1-c1ccccc1	-6%	?	-10%	12%	i	?	-5%	.
CN(C)/C=C/C(=O)/C=C/c1ccc(Cl)cc1Cl	-2%	-7%	0%	3%	i	?	-60%[inhibitor]	.

Compound profiles, as listed above. Order of screens: TexasRed fluor	Tau fluor counter	Tau FP inhib	TRb-SRC2 inh	RECQ1 helicase	Tau fibril ThT	HTT ATP protect	L3MBTL1 inh
CCc1ccc(N2CC(C(=O)NCc3ccco3)CC2=O)cc1 (centres undefined) across the screens: 1%	2%	5%	-11%	-3%	-10%	-7%[1.9 µM]	-1%
Cc1ccc2c(c1)CN1CN2Cc2cc(C)ccc21 across the screens: 0%	5%	4%	-14%	-16%	5%	-4%	-7%

Source: PubChem
